Screening results from PubChem.
GRK2 inh = blocks RNA aptamer binding to human GRK2; P25098; bead flow cytometry, FAM-aptamer displacement from GRK2; inhibition of aptamer binding, % at 10 µM; hit rate 0.59% among 330,000;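 active means inhibition of aptamer binding above 40%, roughly 3 SD of noise, on plates passing a quality check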;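 further: median bead fluorescence of bound FAM aptamer so fluorescent compounds give negative values; no value below 0 was filed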
Bcl-xL primary = Bcl-xL (human) inhibition; GST-Bcl-xL / FITC-Bim BH3 peptide fluorescence polarization; inhibition, % at 10.9 µM; hit rate 0.7% among 320,000; AID 2129;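 active means inhibition above the mean of all tested compounds plus 3 SD, cutoff set per campaign, cut at about 30% in these data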;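 further: 0% = DMSO wells and 100% = unlabeled Bim-BH3 peptide competitor; inhibitors lower millipolarization by displacing the labeled peptide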
Target sequence (Q07817 whole entry, looked up): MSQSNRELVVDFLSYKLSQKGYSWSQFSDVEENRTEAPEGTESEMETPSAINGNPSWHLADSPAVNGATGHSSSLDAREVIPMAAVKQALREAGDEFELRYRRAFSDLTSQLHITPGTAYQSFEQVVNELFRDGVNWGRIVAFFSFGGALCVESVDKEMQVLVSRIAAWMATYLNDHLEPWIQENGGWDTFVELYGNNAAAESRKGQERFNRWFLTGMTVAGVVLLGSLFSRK
Fam108B counter = Fam108B inhibition, counter-screen for RBBP9 inhibitors; recombinant Fam108B, FP-Rh probe fluorescence polarization; hit rate 0.33% among 300,000; inhibition, % at 9.51 µM; AID 1947;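 active means inhibition above the screen mean inhibition plus 3 SD, computed separately per campaign, cut at about 18% in these data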;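 further: inhibitors lower polarization as less probe binds the enzyme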
VLA-4 inh = inhibition in a human VLA-4 binding assay; P13612; VLA-4 expressing cells, ligand binding flow cytometry; inhibition, % (about 7 µM as worked out from the volumes in the protocol); hit rate 0.2% among 330,000; in the data active means inhibition above about 50%
MEX-5 binding = C. elegans MEX-5 TCR-2 RNA binding activity; activity score (negative = inhibition of binding), % at 10 µM; MEX-5/FITC-TCR2 RNA binding, fluorescence polarization; active compounds read low; hit rate 0.38% among 300,000; AID 1832;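 active means inhibition past about -25% in most replicates, and total fluorescence under double the plate's negative control median, limit read from the data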;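 further: 0% = DMSO and -100% = 5 µM competing unlabeled TCR2 RNA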
Target sequence (Q9XUB2 whole entry, looked up): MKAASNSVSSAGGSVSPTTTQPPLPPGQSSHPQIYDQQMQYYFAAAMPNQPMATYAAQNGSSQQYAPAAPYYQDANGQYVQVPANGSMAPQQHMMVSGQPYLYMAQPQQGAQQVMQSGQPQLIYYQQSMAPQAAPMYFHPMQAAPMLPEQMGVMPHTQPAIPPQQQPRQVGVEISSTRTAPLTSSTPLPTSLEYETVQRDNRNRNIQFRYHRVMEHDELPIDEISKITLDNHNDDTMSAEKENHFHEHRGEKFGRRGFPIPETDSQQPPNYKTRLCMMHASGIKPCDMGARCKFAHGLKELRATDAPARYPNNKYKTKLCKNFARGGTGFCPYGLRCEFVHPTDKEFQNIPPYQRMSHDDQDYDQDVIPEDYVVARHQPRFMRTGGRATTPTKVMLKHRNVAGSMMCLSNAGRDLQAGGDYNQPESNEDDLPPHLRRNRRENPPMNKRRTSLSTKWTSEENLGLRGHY
PME-1 inh = PME-1 (human) inhibition. Q9Y570. recombinant PME-1, FP-Rh probe fluorescence polarization. inhibition, % at 5.9 µM. hit rate 0.53% among 320,000;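 active means inhibition above the campaign mean of all compounds plus 3 SD, cut at about 26% in these data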;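 further: competitive labeling of PME-1 active site by serine hydrolase directed probe; 0% = PME-1 with DMSO and 100% = wells lacking PME-1 enzyme; inhibitors block probe labeling so polarization falls and inhibition rises; many of its hits are not listed in these tables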
Target sequence (Q9Y570 whole entry, looked up): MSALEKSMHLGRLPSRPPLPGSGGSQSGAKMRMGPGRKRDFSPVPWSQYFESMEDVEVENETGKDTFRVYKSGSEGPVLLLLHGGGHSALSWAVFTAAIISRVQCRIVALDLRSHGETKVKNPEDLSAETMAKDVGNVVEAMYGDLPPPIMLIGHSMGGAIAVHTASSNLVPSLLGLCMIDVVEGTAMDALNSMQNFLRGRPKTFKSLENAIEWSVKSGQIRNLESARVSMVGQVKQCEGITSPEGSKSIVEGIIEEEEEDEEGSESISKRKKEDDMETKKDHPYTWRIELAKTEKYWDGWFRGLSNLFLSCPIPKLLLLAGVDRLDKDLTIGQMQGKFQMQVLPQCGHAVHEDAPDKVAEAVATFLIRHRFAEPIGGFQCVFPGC
GLD-1 TGE inh = GLD-1-TGE RNA interaction inhibition (C. elegans); purified GLD-1 + fluorescein TGE RNA, fluorescence polarization; inhibition, % at 5.96 µM; hit rate 0.44% among 320,000; AID 2280;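 active means percent inhibition above a per-plate cutoff, the plate mean of test compounds plus 3 SD, cut at about 30% in these data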;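 further: 0% = DMSO wells with GLD-1 and probe and 100% = wells lacking GLD-1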
MCL1 BIM primary = inhibitors of human MCL1 binding to BIM-BH3 peptide; Q07820; GST-MCL1 / FITC-Bim-BH3 fluorescence polarization; inhibition, % at 10.9 µM; hit rate 0.68% among 320,000;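 active means inhibition above the mean inhibition of all tested compounds plus 3 SD, set per campaign, cut at about 40% in these data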;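 further: 0% = DMSO wells and 100% = unlabeled Bim-BH3 peptide control; higher means more loss of mP so more displacement of Bim peptide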
Efflux pump mplx = inhibitors of Candida antifungal efflux pumps expressed in yeast; inhibition, % at 10 µM; hit rate 0.44% among 330,000; S. cerevisiae Candida pump triplex, Nile Red efflux;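 active means plate passing quality check with inhibition over a set limit, or well fluorescence over plate mean plus 4 SD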;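 further: Nile Red retained in pooled yeast measured as flow cytometry median fluorescence; 0% = buffer negative control and 100% = Enniatin B positive control; higher means more Nile Red kept so more efflux inhibition; some compounds called inactive have numbers as strong as hits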
* hit, by the source's call; . = not tested or not shown.

SMILES | GRK2 inh | Bcl-xL primary | Fam108B counter | VLA-4 inh | MEX-5 binding | PME-1 inh | GLD-1 TGE inh | MCL1 BIM primary | Efflux pump mplx
CCc1cccc(NS(=O)(=O)c2ccc3c(c2)N(C)CCO3)c1 | 0 | 3 | 2 | 10 | -0.9 | 12 | 5 | -5 | -0.3
Cc1nc2nc[nH]n2c(=O)c1CCOC(=O)c1c(F)cccc1F | 0 | 1 | -5 | 1 | -0.7 | -3 | 5 | -2 | 0.5
OCc1ccccc1SSc1ccccc1CO | 0 | 9 | -2 | 26 | 1.5 | -3 | 2 | 19 | 0.0
CCOCCCNS(=O)(=O)c1ccc(NC(=O)c2ccc([N+](=O)[O-])cc2Cl)cc1 | 1 | 2 | 5 | 17 | 0.5 | 1 | 2 | 8 | 0.1
O=C(NNC(=O)c1ccc([N+](=O)[O-])cc1C(=O)O)c1ccncc1 | 0 | 2 | 1 | 15 | -2.2 | -2 | 4 | -1 | 0.0
O=C(NCCN1C(=O)S/C(=C\c2cccnc2)C1=O)C1=NN(c2ccccc2)C(=O)CC1 | 0 | -7 | 0 | 1 | -2.2 | -2 | 4 | -9 | 0.1
O=C(O)CCCn1cc(NC(=O)c2cccc(F)c2)cn1 | 2 | -2 | 3 | 2 | 1.3 | 4 | -10 | 1 | 0.0
Cc1sc(N2C(=O)C3C4C=CC(C4)C3C2=O)c(C#N)c1C (stereo not given) | 0 | 1 | -3 | 0 | 0.9 | 3 | -6 | 8 | -0.1
Nn1c(Cc2cccc3ccccc23)nnc1SCC(=O)NCC1CCCO1 (stereo not given) | 0 | -14 | 0 | 28 | -0.6 | 0 | 7 | -7 | -0.1
Cc1ccccc1C(=O)N1CCC(C(=O)N(C)CC(=O)Nc2cccc(F)c2)CC1 | 51* | 1 | -3 | 0 | 2.7 | 0 | 10 | 2 | 0.0
O=C(CCC(=O)OCC(=O)c1ccccc1)Nc1cccc(Cl)c1 | 0 | -2 | 5 | 9 | 3.0 | -2 | -11 | 4 | 0.1
CCOc1ccccc1NC(=O)c1csc(C)c1C | 28 | 7 | 2 | -10 | 0.7 | 4 | 11 | 5 | 0.1
CCOC(=O)c1ccc(NCc2cccnc2)cc1 | 2 | -2 | 6 | 21 | -1.0 | 3 | -9 | -3 | 0.2
CCOC(=O)C1C(=O)NC(c2ccccc2)=NC1c1ccc(O)c(OC)c1 (stereo not given) | 0 | 2 | 4 | 2 | -0.2 | 1 | 3 | 4 | -0.2
CCOC(=O)C1=C(O)/C(=C\c2ccc(CNC(=O)C(=O)Nc3ccccc3)o2)N=C1C | 2 | 19 | 6 | -12 | -3.3 | 3 | 12 | 36 | 0.0
O=C(c1cccc(Cl)c1)C1CCCN(S(=O)(=O)c2ccccc2)C1 (stereo not given) | 5 | 2 | -2 | 8 | -0.9 | 0 | 1 | -8 | -0.7
COc1cc(C(NC(C)=O)NC(C)=O)ccc1OCc1ccccc1 | 2 | 1 | -1 | 13 | -0.9 | -4 | 9 | -7 | 0.0
Cc1cccn2c(=O)c3cc(S(=O)(=O)c4ccccc4)c(=N)n(Cc4ccco4)c3nc12 | 1 | 9 | -2 | 2 | 1.8 | -2 | 0 | 9 | 0.5
COCCNC(=S)N1CCc2cc(OC)c(OC)cc2C1COc1ccc(C(C)C)cc1 (stereo not given) | . | 0 | -4 | 2 | 0.9 | -2 | 9 | 5 | 6.8*
Cc1c(C#N)c2ccccc2n1CC(=O)N1CCCC1 | 2 | 2 | 0 | 0 | 1.6 | 0 | 1 | 4 | 0.0
COc1ccc(CCNC(=O)C2CCN(S(=O)(=O)c3ccc(C)cc3)CC2)cc1 | 2 | -2 | -1 | 1 | -2.8 | 5 | 10 | -1 | -0.1
O=C(C[n+]1cccc2ccccc21)c1ccc(NC(=O)c2ccccc2)cc1 | 0 | 2 | 6 | -33 | -2.3 | -2 | -31 | -5 | 0.4
O=C(OCC1OC(n2ccc(=O)[nH]c2=O)C(O)C1OC(=O)c1ccccc1)c1ccccc1 (stereo not given) | 0 | 6 | 2 | 1 | 0.8 | -1 | 10 | 5 | 0.0
Cc1ccnc2nc(C(=O)NCCc3ccc(F)cc3)nn12 | 0 | 6 | -2 | 8 | -1.2 | 0 | -5 | -6 | 0.3
Cc1cc(C)cc(OCC(=O)Nc2ccccc2C(=O)NCc2ccco2)c1 | 3 | 3 | -10 | 2 | 0.6 | -6 | 2 | 4 | 0.2
COc1ccc(C(=O)OCC(=O)NCCCc2ccccc2)cc1[N+](=O)[O-] | 1 | 6 | 3 | -1 | 0.5 | -2 | 0 | 11 | -0.1
CSc1ccc(CCNC(=O)CCc2nnc3ccc(N4CCOCC4)nn23)cc1 | 0 | 0 | -1 | -8 | 2.1 | 4 | 5 | 1 | -0.1
Cc1ccc(CCNC(=O)c2cc(S(=O)(=O)N3CCCC3)cn2C)cc1 | 0 | 2 | 2 | -28 | 1.7 | 3 | 2 | 3 | 0.0
COc1cc(NC(=O)c2cc(-c3cccnc3)nc3ccc(Br)cc23)cc(OC)c1 | 0 | 2 | -8 | 12 | -2.2 | -7 | 2 | 0 | 0.3
Cn1c(NNC(=O)CCC2CCCCC2)cc(=O)n(C)c1=O | 1 | 5 | -2 | -19 | 1.1 | 3 | 2 | 1 | -0.1
C/C(=N\O)C1CC(CC(=O)O)C1(C)C (stereo not given) | 2 | 4 | -1 | -4 | -0.7 | 1 | 2 | 6 | -0.2
COc1ccc2c(c1)c(/C=N/Nc1nc3ccccc3[nH]1)c(C)n2C | 0 | 4 | 6 | 7 | 0.8 | -11 | 4 | 9 | 0.0
Cc1cc(C)c(O)c(-c2n[nH]c3c2C(c2cccc(O)c2)N(Cc2ccco2)C3=O)c1 (stereo not given) | 0 | 4 | 4 | -2 | 0.7 | 3 | 4 | 8 | 0.2
O=S(=O)(c1cccc(-c2cn3ccccc3n2)c1)N1CCCCC1 | 3 | 5 | -7 | 15 | -1.6 | 1 | -2 | -3 | 0.0
Cc1ccc(S(=O)(=O)NN2C(=O)/C(=C/c3cccnc3)SC2=S)cc1 | 0 | 13 | 1 | 7 | -3.3 | 8 | -2 | 21 | -0.1
CCOc1ccccc1C1C(C(N)=O)=C(C)Nc2nc(CCCO)nn21 (stereo not given) | 3 | 1 | 3 | 1 | 1.7 | 0 | 1 | 7 | 0.0
Cc1ccc(Cn2ccc(NC(=O)c3nn(C)cc3Cl)n2)cc1 | 8 | 6 | -4 | 0 | 0.2 | -4 | -9 | 3 | 0.2
Cc1nc(-c2ccc3c(c2)OCCO3)cs1 | 2 | -1 | -4 | -16 | -0.4 | -2 | -5 | 3 | -0.1
O=C(Nc1nc2ccccc2s1)C1CCN(C(=O)c2ccco2)CC1 | 0 | 4 | -2 | 6 | 0.9 | -2 | 10 | -6 | 0.0
COc1ccc(NC(=O)c2cc(CC(C)C)on2)cc1OC | 2 | 5 | 1 | 25 | -3.6 | -9 | 2 | -3 | -0.1
O=C(c1ccco1)N1CCN(c2cccc(Cl)c2)CC1 | 0 | 9 | -1 | 4 | 0.5 | 6 | 6 | 9 | 0.1
Cc1ccc(-c2nc(CS(=O)CC(=O)NCCCN3CCN(Cc4ccccc4)CC3)c(C)o2)cc1 (stereo not given) | 0 | 3 | -2 | 9 | 2.3 | -5 | 6 | 0 | -0.1
CC1CCC2(CC1)NC(=O)N(CC(=O)c1ccc3c(c1)OCO3)C2=O (stereo not given) | 2 | 2 | 1 | 9 | -2.0 | 0 | 0 | 8 | 2.6
COc1cc(/C(=C/c2ccccc2)c2ccccc2)c2c(c1)oc1ccccc12 | 0 | 1 | 0 | -6 | 2.3 | -15 | 0 | 7 | -0.1
Cc1cc(C)c(C)c(S(=O)(=O)N2CCN(C(=S)NCC3CCCO3)CC2)c1C (stereo not given) | 0 | 10 | 1 | 4 | -0.6 | -2 | 5 | 10 | -0.1
COc1ccc(C2OCC3(O)C(c4ccc(OC)c(OC)c4)OCC23)cc1OC (stereo not given) | 2 | 2 | -1 | 8 | -0.5 | 4 | -1 | 4 | 0.0
Cn1cccc1Cc1nnc(SCC(=O)NCc2ccccc2)n1-c1ccc(F)cc1 | 0 | 2 | 1 | 13 | 14 | 2 | -6 | 5 | 0.3
CCc1ccc(N(CC(=O)Nc2ccc(NC(C)=O)cc2)S(=O)(=O)c2ccccc2)cc1 | 0 | 0 | 8 | 21 | -0.1 | 0 | -3 | 0 | 0.0
O=C(CO/N=C/c1ccc(OC(F)F)cc1)NCc1ccco1 | 0 | 1 | 1 | 33 | 2.6 | -7 | 4 | 2 | -0.1
Cc1[nH]c2ccc(-c3nnc(SCC(=O)NCc4ccco4)n3Cc3ccccc3)cc2c1C | 1 | -14 | 4 | -5 | -0.2 | 5 | 5 | -15 | 0.0

Remaining list, next part.
SMILES | GRK2 inh | Bcl-xL primary | Fam108B counter | VLA-4 inh | MEX-5 binding | PME-1 inh | GLD-1 TGE inh | MCL1 BIM primary | Efflux pump mplx
CCOc1ccccc1NC(=S)NC(=O)C1CCCCC1 | 0 | 3 | 0 | 10 | 1.4 | -3 | 11 | 1 | 0.1
O=S(=O)(c1ccc(N2CCN(CCO)CC2)nc1)N1CCCCC1 | 0 | 7 | -1 | 16 | -0.3 | -12 | 0 | 3 | 0.0
CN(C)c1nc(NCc2ccccc2)nc(Oc2ccc(=O)[nH]n2)n1 | 1 | 4 | 0 | -2 | 0.0 | -2 | 0 | 8 | -0.1
CCCCC(CCC(=O)O)(C(=O)OCC)c1csc(N)n1 (stereo not given) | 1 | 2 | 3 | 17 | 2.2 | 1 | 7 | 4 | -0.1
O=C(NCC1CCCO1)c1cc(-c2ccncc2)nc2ccc(S(=O)(=O)N3CCOCC3)cc12 (stereo not given) | 1 | 8 | -3 | 6 | -0.7 | 4 | 7 | 9 | 0.0
COc1cc(Cl)ccc1OCc1cc(C(=O)N2CC[C@@H]3CCCC[C@H]3C2)no1 | 0 | 3 | -5 | 20 | 1.5 | -6 | -4 | -8 | -0.4
CCOC(=O)CN(C(=O)Cn1nnc(-c2ccc(C)cc2)n1)C(CC)C(=O)NC1CCCC1 (stereo not given) | 0 | 9 | -9 | 13 | -1.2 | 11 | 3 | 10 | -0.3
CC(C)(C)c1ccc(S(=O)(=O)NCC(=O)N2CCCC2)cc1 | 0 | 0 | 0 | -2 | -2.1 | 5 | 4 | -1 | -0.1
CCOC(=O)CCS(=O)(=O)c1nc(-c2ccccc2)cc(C(F)(F)F)n1 | 3 | 8 | -5 | 27 | 0.8 | 2 | -2 | 2 | 0.0
CCOC(=O)C1=C(c2ccccc2)N=C2SCC(=O)N2C1c1cccc(OC)c1 (stereo not given) | 1 | 4 | -8 | 4 | 13 | 2 | -5 | 3 | 0.1
CC(=O)c1nnn(-c2ccc([N+](=O)[O-])cc2)c1C | 4 | 6 | 1 | 16 | -3.1 | -2 | 0 | 1 | 0.0

3 entries from above, ordered by their value in GLD-1 TGE inh, high to low.
structure | GLD-1 TGE inh
O=C(NCC1CCCO1)c1cc(-c2ccncc2)nc2ccc(S(=O)(=O)N3CCOCC3)cc12 (stereo not given) | 7
CCOC(=O)CN(C(=O)Cn1nnc(-c2ccc(C)cc2)n1)C(CC)C(=O)NC1CCCC1 (stereo not given) | 3
CCOC(=O)CCS(=O)(=O)c1nc(-c2ccccc2)cc(C(F)(F)F)n1 | -2

A portion of the library; the hit share may differ from the screen's.
